Source: PubChem BioAssay
RBX1-CUL1 inh: human ROC1-CUL1 E3 ligase inhibition. P62877+Q13616. in vitro K48 di-Ub FRET, acceptor:donor ratio, 45 min. inhibition, % at 10 µM. 140,000 tested, 0.6% active; in the data active = inhibition above about 25%
Target sequence (P62877 whole entry, looked up): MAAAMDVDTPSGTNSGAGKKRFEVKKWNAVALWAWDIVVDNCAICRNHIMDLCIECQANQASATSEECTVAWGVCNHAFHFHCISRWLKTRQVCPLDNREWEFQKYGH
Target sequence (Q13616 whole entry, looked up): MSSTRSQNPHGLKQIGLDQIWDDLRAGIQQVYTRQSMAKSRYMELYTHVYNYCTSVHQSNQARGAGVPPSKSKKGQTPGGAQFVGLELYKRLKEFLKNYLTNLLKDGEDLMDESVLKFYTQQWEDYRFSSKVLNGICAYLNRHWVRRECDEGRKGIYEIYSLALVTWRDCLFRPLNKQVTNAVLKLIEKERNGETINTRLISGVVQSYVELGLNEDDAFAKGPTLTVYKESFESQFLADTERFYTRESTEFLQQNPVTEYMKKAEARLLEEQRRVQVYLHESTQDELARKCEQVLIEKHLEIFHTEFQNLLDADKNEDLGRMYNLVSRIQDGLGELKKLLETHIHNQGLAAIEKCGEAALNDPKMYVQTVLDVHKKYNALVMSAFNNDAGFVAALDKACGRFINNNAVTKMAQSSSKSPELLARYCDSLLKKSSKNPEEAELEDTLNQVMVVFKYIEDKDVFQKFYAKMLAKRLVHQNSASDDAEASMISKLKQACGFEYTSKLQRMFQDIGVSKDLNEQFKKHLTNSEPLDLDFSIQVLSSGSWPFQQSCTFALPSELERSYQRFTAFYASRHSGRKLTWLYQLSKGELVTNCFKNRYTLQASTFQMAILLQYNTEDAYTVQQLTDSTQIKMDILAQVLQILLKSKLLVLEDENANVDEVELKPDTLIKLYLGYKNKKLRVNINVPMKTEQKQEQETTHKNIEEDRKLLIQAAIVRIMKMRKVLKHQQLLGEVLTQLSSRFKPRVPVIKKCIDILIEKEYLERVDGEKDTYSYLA
* = called active by the depositor. Only part of the results is shown; the hit share may differ from the screen's.

SMILES	RBX1-CUL1 inh
COc1ccc(OC(C)C(=O)Nc2ccc(S(N)(=O)=O)cc2)cc1 (stereo not given)	11
CN(CCc1ccccn1)[C@@H]1CCN(C2CCN(c3ccc(F)cc3)CC2)C[C@H]1O	2
CC(c1ccccc1)n1c(C2CCCO2)nc2ccccc21 (stereo not given)	4
COc1ccc(NC(=O)CCc2c(C)nc3nc(CNC(=O)OC(C)(C)C)nn3c2C)cc1OC	-1
CS(=O)(=O)N(CC(=O)N1CCN(c2ccccc2F)CC1)Cc1ccccc1	-6
CCOC(=O)c1c(NC(=S)Nc2ccc(OC)cc2)sc2c1CCCC2	-8
Cc1ccc(N=C2C(=O)Nc3ccccc32)c(C)c1	-3
O=C(CCC1CCCCC12OCCO2)N/N=C/c1cccnc1 (stereo not given)	-8
O=C(Nc1nc2n(n1)C(c1ccc(F)cc1)CC(c1ccc(Cl)cc1)=N2)c1ccco1 (stereo not given)	2
Cc1cc(S(=O)(=O)N2CCCCC2)ccc1F	9
Cc1ccc(C)c(N2CCN(S(=O)(=O)c3ccc4oc(=O)c5ncn(C)c5c4c3)CC2)c1	-3
CCCCOc1ccc(/C=N/NC(=O)CSc2cccc3cccnc23)cc1	-7
COc1ccc(Cn2c(SCC(=O)NCc3ccc(Cl)cc3)nc3ccsc3c2=O)cc1	0
COc1ccccc1CNc1ncnc2sc(C(=O)N3CCCC3)c(C)c12	8
COCC(=O)C1C(=O)Oc2ccccc2C1=O (stereo not given)	3
CCCc1c(C(=O)OCC)nnc2c(-c3ccccc3)c(C)nn12	-9
COc1cccc(NC(=O)C2CCOC2=O)c1 (stereo not given)	6
Cc1ccccc1OCc1nc2c3cnn(-c4ccccc4F)c3ncn2n1	-4
c1ccc2c3c([nH]c2c1)C(C1CCCCC1)N(Cc1ncc[nH]1)CC3 (stereo not given)	-11
O=C(NCc1ccccn1)Nc1ccc(Cl)c(Cl)c1	2
Cc1cccc(C)c1NC(=O)c1cc(-c2ccccc2)oc1C	-4
O=C(Nc1cc(-c2nc3ccccc3o2)ccc1Cl)c1cc([N+](=O)[O-])ccc1N1CCOCC1	-9
COc1cccc(CC2CN(c3cc(C)nc(N)n3)CCO2)c1 (stereo not given)	3
CC1(C)Cc2c(sc3[nH]c(=S)n(-c4ccc(Br)cc4)c(=O)c23)CO1	-2
CC(C)(C)C(=O)N1CCN(Cc2c(Cl)cccc2Cl)CC1	7
COCC1CCCN(C(=O)c2ccc(NCc3ccccc3C)nc2)C1 (stereo not given)	4
CC(C)N1C(=O)C(C=Nc2ccc(Cl)cc2Cl)C(=O)N(Cc2ccco2)C1=O (stereo not given)	5
COc1ccc(NC(=O)c2sc3nc4c(cc3c2N)CCCC4)c(OC)c1	3
Cn1c(=O)n(C)c2cc(CNCCO)ccc21	5
CC(C)(C)NC(=O)N1C[C@H]2OC(=O)N(CCc3ccccn3)[C@H]2C1	-3
CCc1n[nH]c(=S)n1/N=C/c1cc(C)n(-c2ccc(OC)cc2)c1C	9
Cc1cc(C)c(NC(=O)COc2ccc3c(C)cc(=O)oc3c2)c(C)c1	8
COC(=O)C1CCc2nnsc2C1 (stereo not given)	-8
N#CC1C(=N)Oc2cc(N)ccc2C1c1ccccc1C(F)(F)F (stereo not given)	-3
O=C(Nc1ccccc1C(F)(F)F)C1(S(=O)(=O)c2ccc(Cl)cc2)CC1	1
c1cnc(Oc2cccc(CNC3CCCC3)c2)nc1	-9
CC1=NN(c2ccccc2)C(=O)/C1=C/c1ccccc1OCCCOc1ccccc1	7
CCOc1cc(C2CC(=O)NC3=C2C(=O)CC(C)(C)C3)ccc1O (stereo not given)	-1
COC(=O)c1c(NC(=O)c2cccc(OC)c2OC)sc(C)c1-c1ccc(F)cc1	-5
COc1ccccc1OC1CCN(C(=O)C2CCN(c3nc(C)c4cc(F)ccc4n3)CC2)CC1	7
CCCSc1ncc(Cl)c(C(=O)N2CCN(c3ccc(OC)cc3)CC2)n1	-1
CN(C)CCNC(=O)c1ccc2c(=O)n3c(nc2c1)CCCCC3	0
COc1ccc(C(=O)NC2CC2)c(OC2CCN(Cc3ncc(C)[nH]3)CC2)c1	0
O=c1n(-c2ccccc2)c(=O)n2n1C1C3C4C5C3C2C5C41 (stereo not given)	6
Cc1cc(NC(=O)CN2C(=O)c3cccnc3Sc3ccccc32)ccc1Br	-1
CCOc1cc(C(=O)OCC(=O)Nc2ccc(OC)cc2)cc(OCC)c1OCC	0
OCc1cn(C2CCN(Cc3ccc4nsnc4c3)CC2)nn1	-2
CC1CCC(NC(=O)c2ccc3c(c2)N(Cc2ccccc2F)C(=O)c2ccccc2S3)CC1 (stereo not given)	-3
COc1ccccc1/C=C/c1nc(C#N)c(N2CCCCC2)o1	0
CC(CC1c2ccccc2Sc2ccc(Cl)cc2C1O)CN(C)C (stereo not given)	-9
Cc1ccc(C)c(CN2C(=O)c3ccccc3Sc3ccc(C(=O)NCc4ccc5c(c4)OCO5)cc32)c1	1
Cc1nc(NC(=S)NC(=O)c2ccc(Cl)cc2Cl)ccc1Br	-15
Cc1nnc(CC(=O)c2ccccc2Cl)s1	-11
Cc1ccc2scc(N3CCN(c4ccc(F)cc4)CC3)c(=O)c2c1	1
COc1cc(NC(=O)c2nn(C)c3c2CS(=O)(=O)c2ccccc2-3)cc(OC)c1	-5
C=CCn1c(CNc2ccc(C)cc2)nnc1SCC(=O)N/N=C/c1cccc(Cl)c1	2
c1ccc(CNCC23CCC4CC(CC(C4)C2)C3)cc1	13
COc1ccc(NC(=O)[C@@H]2C3C=CC(O3)[C@@H]2C(=O)O)cc1 (stereo not given in full)	1
CC(=O)c1cnc2nc(SCc3ccccc3C)nn2c1C	2
Cc1ccc(NC(=O)CCSc2nnc(-c3ccco3)o2)cc1	12

(further entries)
SMILES	RBX1-CUL1 inh
CCc1ccc(NC(=O)c2cc3c(COC(C)=O)cnc(C)c3oc2=O)cc1	-13
CCOc1ccc(CNCC2CCCO2)cc1OC (stereo not given)	2
COc1ccc(N=C2CC(C)(C)CC(=O)C2C(=O)/C=C/c2ccccc2)cc1 (stereo not given)	-6
Cn1ccnc1C1CCCCN1C1CCN(c2ccc(C(=O)NCCN3CCOCC3)cc2)CC1 (stereo not given)	-1
O=[N+]([O-])C12CC3CC(C1)CC([N+](=O)[O-])(C3)C2	-16
CCCOc1ccc(C2C(C(=O)c3cccs3)C(=O)C(=O)N2CCCn2ccnc2)cc1OCC (stereo not given)	3
CN(C)c1ncc2c(n1)CCCC2NCc1nc(-c2ccccc2)no1 (stereo not given)	2
O=C1c2ccccc2-c2c1cnc1nncn21	0
Cc1oc(-c2cccc(F)c2F)nc1CN(CC1CCC(=O)N1)C(C)C (stereo not given)	-2
CN(C(=O)c1coc(CN2CCN(Cc3ccccc3)CC2)n1)C1CCCCC1	-3
O=C(C1CCC1)N1CCCC(CCc2cccc(F)c2)C1 (stereo not given)	-1
Cc1cccc(C(=O)N2CCCC(CO)(Cc3ccccc3C)C2)n1 (stereo not given)	21
CCOC(=O)Cn1c(=O)n(CC2CCCO2)c2nc(-c3ccccc3Cl)nc(C(N)=O)c21 (stereo not given)	-2
O=C(Nn1cnnc1)C(Sc1ccccc1)c1ccccc1 (stereo not given)	6
CCOC(=O)N1CCN(C(=O)c2ccc(N3CCC(NCCc4c(C)n[nH]c4C)CC3)cc2)CC1	10
COc1nc(C)nc2ccc(Cl)cc12	-4
COC(=O)c1cc(O)c(C(=O)Nc2ccc(Cl)cc2)s1	1
O=[N+]([O-])c1cccc(Nc2ncnc3sc4c(c23)CCCC4)c1	-1
Cc1nc(Oc2ccc3c(C)cc(=O)oc3c2)c2c3c(sc2n1)CCC3	-2
CCCS(=O)(=O)c1nc(S(=O)(=O)c2ccc(C)cc2)c(NCc2ccccc2)s1	0
CN(C)c1ccc(N=C2N=C(Nc3ccccc3)C(=S)N2c2ccccc2)cc1	-1
COc1ccc(-c2cn3c(n2)sc2cc(C(=O)Nc4cccc(SC)c4)ccc23)cc1	0
O=C(Nc1ncn[nH]1)N1CCC(c2ccccc2Cl)C1 (stereo not given)	-1
CCc1ccc2oc(-c3cccc(NC(=O)c4cc5ccccc5o4)c3)nc2c1	-3
Cc1sc2nc3c4ccccc4c(Cl)nn3c(=O)c2c1C	1
c1cncc(-c2nnc3ccc4ccccc4n23)c1	12
c1ccc(-c2nncnc2N2CCCCC2)cc1	-2
CCOc1ccc(C(=O)C2C(=O)C(=O)N(Cc3cccnc3)C2c2cccc(OCC)c2)cc1 (stereo not given)	9
COc1ccc(N2CCN(C(=S)Nc3ccccc3OC)CC2)cc1	-2
Cn1cnnc1SCC(=O)Nc1ccc2c(c1)OCCO2	5
COc1ccc(CNCC2CCNCC2)c(OC)c1	2
c1ccc(Sc2c[nH]c3ccccc23)cc1	7
COc1cccc(C(=O)Nc2nc3nc(-c4ccccc4)cc(=O)n3[nH]2)c1	5
Cc1ccc(C)c(S(=O)(=O)N2CCC(C(N)=O)CC2)c1	2
CC(C)(C)NC(=O)CS(=O)(=O)c1ccc2ccccc2c1	6
Cc1ccc(CN2CCNC(=O)C2CC(=O)NC2CCN(Cc3ccccc3)CC2)cc1 (stereo not given)	-12
COc1ccc(C2c3c(-c4ccccc4)n[nH]c3C(=O)N2c2ccc(C(=O)O)cc2)c(OC)c1 (stereo not given)	-2
CCc1ccc(-n2c(C)cn3c4c(=O)n(CCCO)c(=O)n(C)c4nc23)cc1	-1
O=c1c2sc3ccccc3c2n(Cc2cccc(C(F)(F)F)c2)c(=O)n1Cc1ccco1	-9
COc1ccc(CN(C)c2ccc(-c3nc(-c4ccccc4)no3)cc2[N+](=O)[O-])cc1	-5
COc1ccccc1CNC(=O)C1CCCN(c2nn3cc(-c4ccc(F)cc4)nc3s2)C1 (stereo not given)	-13
CCOc1ccc(NC(=O)c2ccc3c(SCC(=O)O)c4c(nc3c2)CCCC4)cc1	-15
O=C1N(CCc2ccccc2)C[C@@H]2C[C@@H](c3cccn3-c3ccccn3)N3CCC[C@@]123	13
Cc1ccc(C(=O)N2CCc3ccccc32)cc1[N+](=O)[O-]	-5
CC(C)(C)Cn1c(=O)[nH]c(=O)c2cc([N+](=O)[O-])cnc21	11
COc1ccccc1C(=O)NCCSc1c(C)[nH]c2ccccc12	1
O=C(/C=C/c1ccccc1)Nc1cccc(N2CCCC2)c1	-3
CSc1cccc(NC(=O)C(C)N2CCN(c3ccccc3F)CC2)c1 (stereo not given)	10
CC1=CC(C)(C)Nc2ccc(OC(=O)C(C)(C)C)cc21	-4
CCn1c2c(c3cc(F)ccc31)CCCC2=O	0
Nc1ncc2cc(C(F)(F)F)ccc2n1	5
CCOC(=O)c1c(CN2CCN(c3ccccc3)CC2)n(C)c2cc(Br)c(O)cc12	-3
Nc1nc2cc(F)c(F)cc2s1	3
CN(CCc1ccccn1)[C@@H]1CCN(Cc2cccnc2)C[C@H]1O	0
COc1ccc2c(c1)C(=O)C(S(=O)(=O)c1ccc(C)c(C)c1)C=N2 (stereo not given)	-2
Cc1nc(NCc2ccc(C)o2)cc(C2CCNCC2)n1	1
CCOc1ccc2nc(NC(=O)CC(C)C)sc2c1	0
COc1ccc(-c2cc(C(F)(F)F)n3nc(C(=O)N(C)c4ccc(OC(F)(F)Cl)cc4)cc3n2)cc1	8
Cc1ccc(CN2CCCC2C(=O)Nc2cccc(-n3cccn3)c2)s1 (stereo not given)	0
CCNS(=O)(=O)c1cnccc1N1CCN(CCO)CC1	-3

Next part
SMILES	RBX1-CUL1 inh
COc1cccc(-c2cnc(-c3ccncc3)nc2C2CCN(Cc3c(F)cccc3F)CC2)c1	10
COc1ccccc1C(=O)Nc1ccnn1C1CCN(Cc2ccon2)CC1	2
O=C(Cc1coc2ccc3ccccc3c12)Nc1ccccc1Cl	6
Cc1ccc(-n2c(SCC(=O)c3ccccc3)nc3sc4c(c3c2=O)CCCCC4)cc1	-12
Cc1ccc(OC(=O)c2ccc(-c3cccc([N+](=O)[O-])c3)o2)c(C)c1	12
CCOC(=O)c1ccc(NC(=O)CSc2nnc(COc3ccccc3)n2CC)cc1	3
COc1cccc(C(=O)Oc2ccc(OC(=O)c3cccc(OC)c3)c(S(=O)(=O)c3ccc(Br)cc3)c2)c1	1
COc1ccc(Cn2c(=O)c3oc4ccccc4c3n(Cc3cccc(F)c3)c2=O)cc1	-3
Cc1occc1C(=O)N1CCC(N2CCCC(C(=O)NC3CC3)C2)CC1 (stereo not given)	25*
O=C1NC(=O)N(c2ccc(Cl)cc2)C(=O)/C1=C\c1c2ccccc2cc2ccccc12	6
